# Bioassay records: PubChem BioAssay, several laboratories
# PMI inhibition: MPI inhibition at elevated mannose 6-phosphate – biochemical, fluorescence intensity, high mannose 6-phosphate, primary screen (AID 1220); recombinant PMI enzyme, coupled fluorescence intensity; higher % means a stronger effect; inhibition, % at 20 µM, or IC50 in µM where a hit was titrated; 0.66% of 190,000 active
# P. falciparum M1AAP: malaria alanyl aminopeptidase activity blockers – biochemical, fluorogenic H-Leu-NHMec substrate, 1536-well (AID 1445); recombinant M1AAP, H-Leu-NHMec fluorogenic kinetic assay; higher % means a stronger effect; one-dose inhibition, % at 30 µM; IC50 in µM for titrated hits; 0.42% of 220,000 active;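 active means primary inhibition above the hit cutoff, then over 50% inhibition at one or more dose response concentrations, cut at about 23% in these data, passing the limit was not always enough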;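 further: plate controls were DMSO full reaction for no effect and no enzyme background for full effect; strong numbers were not always called active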
# LYP inhibition: PTPN22 lymphoid phosphatase activity blockers – biochemical, fluorescence intensity, uHTS (AID 1779); inhibition, % at 11.5 µM; hits with a dose series show IC50 in µM; 0.054% of 290,000 active; recombinant LYP phosphatase, fluorescence intensity; higher % means a stronger effect;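 further: plate controls were vehicle with enzyme for no effect and no enzyme for full effect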
# Dynein transport: blocks dynein driven cargo transport along microtubules; 3617.4 mouse cells, GR-EGFP nuclear translocation imaging; test concentration mostly 20 µM; stimulated with dexamethasone, 1 µM; stronger effect = lower value; z-score, hits read low; 0.47% of 220,000 active; AID 1381;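 active means plate z-score of nuclear minus cytoplasmic receptor signal below a set negative limit, without overly bright fluorescence or cell loss, cut at about -3.5 in these data, passing the limit was not always enough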;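 further: z-score of nuclear minus cytoplasmic ring GR-EGFP intensity difference per well; some compounds called inactive have numbers as strong as hits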
#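 medium = tetracycline-free induction medium containing charcoal-stripped FBS | also added = 1.0 µM final dexamethasone stimulus | schedule = 48 h induction, 1 h compound, 30 min dex at 37 °C | technique = fixed, Hoechst-stained cells imaged at 10x for EGFP | measure = GR-EGFP nuclear translocation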
# M17LAP inhibition: P. falciparum M17LAP inhibitors, primary screen, biochemical, fluorogenic H-Leu-NHMec substrate, 1536-well (AID 1619); inhibition, % at 30 µM, or IC50 in µM where a hit was titrated; recombinant M17LAP, H-Leu-NHMec fluorogenic kinetic assay; higher % means a stronger effect; 0.38% of 220,000 active;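 active means compound inhibiting the enzyme by more than half at any dose during confirmatory dose-response retesting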;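 further: plate controls were full reaction with DMSO carrier for no effect and no enzyme background for full effect; strong numbers were not always called active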
# AID2073: inhibitors of Mint1-CaV2.2 protein interaction, biochemical, HTRF (AID 2073); HTRF protein-protein interaction, Mint1-CaV2.2; higher % means a stronger effect; one-dose inhibition, % at 20 µM; IC50 in µM for titrated hits; 0.19% of 290,000 active; in the data active means inhibition mostly above about 51%, no sharp cut-off; further: some results filed as inactive read as strong as hits
# XIAP displacement: XIAP antagonists, biochemical, IAP family, fluorescence polarization (AID 1018). displacement, % at 20 µM, or IC50 in µM where a hit was titrated. 0.007% of 200,000 active. XIAP BIR domain, fluorescence polarization peptide displacement; higher % means a stronger effect; in the data active means displacement above about 50%; further: a part of the inactive calls stands beside numbers as strong as those of hits
# PMI inhibitors: inhibitors of human PMI, primary screen, biochemical, fluorescence intensity, coupled assay (AID 1209) | purified PMI enzyme, coupled fluorescence intensity; higher % means a stronger effect | inhibition, % at 20 µM; hits with a dose series show IC50 in µM | 0.42% of 190,000 active;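 further: plate controls were DMSO vehicle for no effect and wells lacking substrate for full effect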
# SIAH1 antagonists: blockers of Siah-1 interaction with plectin peptide – biochemical, fluorescence polarization, rhodamine-plectin, uHTS, primary screen (AID 1817) | Siah-1 / rhodamine-plectin peptide fluorescence polarization; higher % means a stronger effect | 0.02% of 290,000 active | displacement, % at 20 µM, or IC50 in µM where a hit was titrated;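 active means displacement of at least 50% at 20 µM, with a fluorescence ratio check between 0.3 and a set limit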;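 further: plate controls were Siah plus tracer with DMSO for no effect and tracer alone without Siah for full effect; strong numbers were not always called active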
# Dynein transport cytoplasmic EGFP: also measured in Dynein transport; calls as there; z-score; measured here: cytoplasmic GR-EGFP intensity; stronger effect = higher value
# Dynein transport nuclear GR-EGFP: further read-out of Dynein transport, marked with its call; z-score; measured here: nuclear GR-EGFP intensity;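 lower value marks the stronger effect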
# Dynein transport cell count: further read-out of Dynein transport, marked with its call; z-score; measured here: cell count per field
# An asterisk follows results filed as active; x = not tested or not shown. Unless noted, no stated cut-off is given here; in the data, active means inhibition above about 50%; inactive means the rest. An unsorted share of the library; overall some 2.1% were active at least once.
SMILES,PMI inhibition,P. falciparum M1AAP,LYP inhibition,Dynein transport,Dynein transport cytoplasmic EGFP,Dynein transport nuclear GR-EGFP,Dynein transport cell count,M17LAP inhibition,AID2073,XIAP displacement,PMI inhibitors,SIAH1 antagonists
O=c1[nH]c(Nc2ccccc2)cc2ccccc12,47%,7%,-5%,-0.8,-0.21,-0.34,0.86,-6%,7%,-5.3%,8%,10%
COc1ccc(N(CC(=O)Nc2cccc(C(C)=O)c2)S(C)(=O)=O)cc1OC,4%,-4%,-2%,0.52,-0.18,0.56,-0.26,4%,12%,-2.4%,-3%,3%
CCC(=O)Nc1ccc(/C(C)=N/NC(=O)c2c(-c3ccccc3Cl)noc2C)cc1,5%,3%,-2%,-0.33,-0.3,-0.2,0.59,0%,6%,-0.8%,4%,-5%
CC(C)C(=O)Nc1cccc(C(=O)Nc2cc([N+](=O)[O-])ccc2Cl)c1,10%,1%,-8%,0.093,-0.32,-0.11,-0.19,-1%,1%,-5.0%,8%,-5%
CCOc1cc(N2CCOCC2)c(OCC)cc1NC(=O)CN1C(=O)NC(Cc2ccccc2)C1=O (stereo unspecified),16%,3%,14%,-0.71,-0.19,-0.13,-0.037,1%,1%,3.1%,19%,-6%
CCO[C@H]1OC(C(=O)N2CCN(C)CC2)=C[C@@H](c2ccc(C(F)(F)F)cc2)[C@@H]1CCCO,3%,-1%,-2%,-0.51,-0.28,0.05,-0.19,1%,6%,5.8%,6%,13%
COc1ccc(CN2CCC(C(=O)NCCc3ccc(OC)c(OC)c3)CC2)c(OC)c1,14%,6%,-7%,-0.57,0.76,-0.093,0.85,3%,-7%,-4.9%,8%,-6%
Cc1cccc(N2CCN(C(c3ccccc3)c3nnnn3CC3CCCO3)CC2)c1C (stereo unspecified),2%,2%,8%,-0.23,-0.26,0.12,0.59,14%,-6%,-6.6%,-2%,-4%
CCN(CC)CCNC(=S)NC(=O)c1cn(-c2ccccc2)nc1-c1ccc(OC)cc1,4%,1%,-4%,-0.031,-0.17,0.78,-0.48,-1%,1%,-2.9%,6%,1%
CCc1c(-c2n[nH]c(=S)n2Cc2ccccc2)csc1C,20%,0%,0%,-0.49,-0.29,-0.47,0.99,11%,-3%,-4.0%,21%,-3%
CCc1ccccc1NC(=S)N(Cc1cccs1)C1CCCC1,-5%,-3%,-3%,-0.28,-0.21,0.66,-1.2,-5%,-22%,-6.8%,-2%,3%
Cc1ccc(C)c(NC(=O)CSc2nc3ccc(N4C(=O)c5ccccc5C4=O)cc3s2)c1,4%,-5%,1%,0.33,-0.19,0.26,-0.2,0%,-1%,-12%,5%,16%
COc1ccc(OC)c(NC(=O)C(=O)NCc2ccncc2)c1,6%,-1%,0%,0.0074,-0.25,0.15,0.62,-1%,13%,-15%,14%,0%
CC1Cc2ccccc2N1C(=O)Cc1cccs1 (stereo unspecified),19%,-1%,-2%,1.4,-0.08,0.59,-1.1,10%,8%,-3.5%,12%,2%
CCCNC(=O)CN1C(=O)NC(CCSC)C1=O (stereo unspecified),x,16%,-6%,0.31,-0.2,-0.11,0.16,2%,4%,x,x,-4%
Cc1ccc(-n2c(SCC(=O)Nc3ccc4cn[nH]c4c3)nnc2-c2ccco2)cc1,3%,-1%,-3%,0.87,-0.14,0.65,-0.52,10%,-5%,-6.7%,10%,4%
CCN(CC)Cc1ccc(OC)c(Cl)c1,x,2%,-6%,-0.45,-0.26,-0.62,0.64,2%,0%,x,x,3%
Cc1ccccc1NC(=S)N(Cc1ccccc1)Cc1cccnc1,-4%,5%,-3%,-0.27,-0.3,0.2,-0.99,2%,-17%,-0.1%,-3%,6%
Cc1sc2ncnc(NCc3cccs3)c2c1C,5%,4%,0%,1.1,-0.063,0.46,-0.75,-2%,-3%,-1.3%,6%,1%
COc1ccc2cc(C#N)c(SCC(=O)N3CCCC3)nc2c1,6%,56µM*,2%,-0.093,-0.24,-0.19,0.078,1%,2%,-12%,4%,0%
CCOc1ccccc1NC(=O)Nc1cnccn1,-6%,8%,-2%,-0.59,-0.3,-0.44,0.86,12%,-6%,-6.0%,-5%,1%
CCc1ccc(NC(=O)C(=O)NCCN2CCN(C(=O)c3ccco3)CC2)cc1,12%,0%,-4%,0.08,-0.15,0.035,1.3,44%,15%,-1.7%,2%,-1%
COC(=O)Cn1cc(C(=O)c2cccs2)c2ccccc21,2%,5%,3%,-0.13,-0.2,-0.25,1.2,11%,12%,-2.6%,8%,0%
CCOc1ccc(NC(=O)CCNS(=O)(=O)c2ccc(Br)s2)cc1,10%,9%,-6%,-0.92,0.043,-0.62,1.1,13%,0%,-25%,13%,2%
COc1cccc(OC)c1C(=O)N1CCN(Cc2ccccc2C(F)(F)F)CC1,7%,-2%,-4%,0.3,-0.21,0.14,-0.33,6%,-7%,-1.5%,16%,0%

# Brought forward from above: two compounds; new compounds follow.
SMILES,PMI inhibition,P. falciparum M1AAP,LYP inhibition,Dynein transport,Dynein transport cytoplasmic EGFP,Dynein transport nuclear GR-EGFP,Dynein transport cell count,M17LAP inhibition,AID2073,XIAP displacement,PMI inhibitors,SIAH1 antagonists
CCOc1ccc(NC(=O)CCNS(=O)(=O)c2ccc(Br)s2)cc1,10%,9%,-6%,-0.92,0.043,-0.62,1.1,13%,0%,-25%,13%,2%
COc1cccc(OC)c1C(=O)N1CCN(Cc2ccccc2C(F)(F)F)CC1,7%,-2%,-4%,0.3,-0.21,0.14,-0.33,6%,-7%,-1.5%,16%,0%
Cn1c(=O)[nH]c(=O)c2c1nc(SCCN1CCCCC1)n2Cc1ccccc1,5%,-2%,-1%,-0.22,-0.26,0.08,-0.037,-5%,11%,-2.3%,6%,1%
O=C(O)c1cnc(-c2ccccc2)nc1-c1ccccc1,-17%,2%,-1%,0.043,-0.19,0.06,0.61,-2%,6%,-8.6%,-21%,2%
Cc1cccn2c(CNCC(C)Oc3cccnc3)c(C(=O)N3CCOCC3)nc12 (stereo unspecified),x,2%,-6%,1.6,-0.21,0.86,-1.1,-2%,-3%,x,x,13%
O=c1[nH]nc(SCCS(=O)(=O)c2ccc(F)cc2)n1-c1ccccc1C(F)(F)F,x,1%,-6%,-0.39,-0.12,0.24,-1.2,1%,14%,x,x,1%
Cn1nnnc1SCc1ccc(C(=O)Nc2ccccc2F)cc1,1%,17%,-8%,0.44,-0.21,-0.18,-0.47,-6%,-4%,-5.5%,9%,-4%
C=CCN1C(=O)N/C(=C/c2ccc(C)o2)C1=O,-4%,11%,3%,0.028,0.42,0.25,-0.06,24%,44%,-2.3%,-2%,5%
Cc1[nH]n(-c2ccccc2)c(=O)c1N=O,x,3%,1%,0.0089,-0.27,0.31,0.017,8%,-10%,1.1%,x,6%
COc1ccc(NC(=O)CCSc2nnnn2C)cc1,12%,6%,-5%,-0.27,-0.29,-0.1,0.2,-8%,-6%,-4.6%,10%,-2%
Cc1nc2ccccc2c(=O)n1/N=C/c1ccccc1,-6%,4%,-11%,-0.4,0.014,-0.26,0.77,8%,-15%,-2.4%,0%,-4%
N/C(=N\OC(=O)COc1ccc(Br)cc1)c1ccncc1,2%,2%,-6%,0.11,-0.3,-0.011,0.21,-3%,4%,-11%,4%,3%
O=C(COc1ccc(Cl)cc1Cl)Nc1ccc(Cl)cn1,12%,-2%,-4%,1.3,0.029,1.2,-1,-8%,9%,4.1%,7%,5%
CCOC(=O)c1nc(Nc2ccc(C(=O)O)cc2)c2ccccc2n1,-6%,9%,-4%,-0.12,-0.052,0.23,-0.031,24%,7%,0.0%,-6%,1%
Cc1nn(C)c(C)c1NC(=O)c1ccc(S(=O)(=O)N(C)C)cc1,5%,-1%,-10%,-1.5,-0.28,-0.79,0.55,0%,4%,-0.3%,7%,2%
O=C(Nc1ccc(F)cc1)NC1(C(=O)NCc2cccs2)CCCCC1,7%,7%,-9%,0.5,-0.14,0.84,-0.023,-1%,2%,-5.8%,3%,2%
N=C1C(c2ccccc2)=C(O)CN1c1cccc(S(=O)(=O)Nc2cccc(C(F)(F)F)c2)c1,0%,7%,5%,-0.15,-0.25,-0.056,1.4,31%,3%,-0.7%,13%,-3%
CCCN1C(=O)/C(=C/c2ccccc2OCc2ccc(C(=O)O)cc2)NC1=S,1%,18%,-7%,-0.54,-0.24,-0.12,0.64,16%,1%,-7.7%,-12%,0%
Cc1ccc(C(=O)CC(=O)COc2ccc(Cl)cc2)cc1,-4%,-5%,2%,0.0069,0.36,0.24,0.76,-1%,10%,-14%,-3%,6%
c1ccc(OCCn2c(-c3ccco3)nc3ccccc32)cc1,-6%,16%,4%,-1.8,0.3,-0.6,-0.099,1%,32%,-2.5%,-12%,3%
CCOc1ccc(N2C(=O)c3ccccc3C2=O)cc1,0%,-1%,1%,0.17,-0.021,0.3,0.29,6%,2%,-23%,9%,-1%
Cc1ccc(NC(=O)COc2ccc(Br)cn2)cc1,x,3%,-11%,-0.56,-0.23,-0.25,0.3,-1%,0%,x,x,-2%
COc1ccccc1NC(=O)CCN1CCN(Cc2ccccc2)CC1,-5%,0%,-7%,0.65,-0.18,0.74,0.1,-2%,8%,-0.8%,-4%,0%

# Just Dynein transport cell count, LYP inhibition and M17LAP inhibition, for 7 of the compounds above:
compound,Dynein transport cell count,LYP inhibition,M17LAP inhibition
O=C(O)c1cnc(-c2ccccc2)nc1-c1ccccc1,0.61,-1%,-2%
N=C1C(c2ccccc2)=C(O)CN1c1cccc(S(=O)(=O)Nc2cccc(C(F)(F)F)c2)c1,1.4,5%,31%
N/C(=N\OC(=O)COc1ccc(Br)cc1)c1ccncc1,0.21,-6%,-3%
Cc1[nH]n(-c2ccccc2)c(=O)c1N=O,0.017,1%,8%
Cc1nc2ccccc2c(=O)n1/N=C/c1ccccc1,0.77,-11%,8%
Cn1c(=O)[nH]c(=O)c2c1nc(SCCN1CCCCC1)n2Cc1ccccc1,-0.037,-1%,-5%
Cc1nn(C)c(C)c1NC(=O)c1ccc(S(=O)(=O)N(C)C)cc1,0.55,-10%,0%

# Single values from the entries so far.
# XIAP displacement with `Cc1nn(C)c(C)c1NC(=O)c1ccc(S(=O)(=O)N(C)C)cc1` = -0.3%
# Dynein transport nuclear GR-EGFP with `Cc1ccc(-n2c(SCC(=O)Nc3ccc4cn[nH]c4c3)nnc2-c2ccco2)cc1` = 0.65
# XIAP displacement with `Cc1ccc(C)c(NC(=O)CSc2nc3ccc(N4C(=O)c5ccccc5C4=O)cc3s2)c1` = -12%
